# Compound activity from PubChem BioAssay.
# DDE Tn6 FP inh – disrupts Tn6 cyclic peptide binding to fibrin D-Dimer-E complex | P02675 | Fibrin DD(E) TRITC-Tn6 fluorescence polarization displacement | inhibition, % at 8.3 µM | hit rate 0.21% among 370,000 | AID 720509;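 active means inhibition above a per-campaign cutoff: mean of compounds within control limits plus 3 SD, cut at about 15% in these data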;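 further: 0% = median of all compound wells on the plate and 100% = blocking peptide control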
# ASAP1 inh – ASAP1 ArfGAP inhibition; Q9ULH1; ASAP1-stimulated ARF1 GTP hydrolysis, GDP FP detection; inhibition, % at 16.5 µM; hit rate 0.19% among 360,000; AID 624377; in the data active means inhibition above about 25%;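 further: 0% = vehicle with enzyme and substrate and 100% = no enzyme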
# ARFGAP1 inh – inhibitors of rat ARFGAP1; Q62848; Arfgap1-stimulated ARF1 GTP hydrolysis, GDP FP detection; inhibition, % at 16.5 µM; hit rate 0.26% among 360,000; AID 651572;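 active means inhibition above a per-plate limit, mean inhibition of low control wells plus 3 SD, cut at about 25% in these data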;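 further: 0% = DMSO wells with enzyme and 100% = wells lacking Arfgap1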
# Target sequence (Q62848 1-136 limits assumed): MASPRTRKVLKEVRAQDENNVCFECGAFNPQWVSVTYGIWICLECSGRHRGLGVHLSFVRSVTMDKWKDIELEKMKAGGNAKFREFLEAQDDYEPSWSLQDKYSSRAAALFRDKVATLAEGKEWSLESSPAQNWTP
#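 System: truncated rat Arfgap1 GAP domain / Benchmarks: high control wells lacking Arfgap1, low control full reaction with DMSO / Times: compound-enzyme preincubation 20 min, reaction 120 min, detection 60 min, 25 °C / Repeats: one replicate per compound / Also added: human ARF1(Δ1-17)-GTP substrate / Measured by: Tracer-displacement fluorescence polarization with EDTA stop, 620/688 nm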
# KLK7 zymogen act – activators of human kallikrein-7 zymogen | purified proKLK7, EDANS-DABCYL substrate fluorescence; 100% is mature enzyme control, 0% vehicle | hit rate 0.9% among 370,000 | AID 652039 | activation, % at 7 µM;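 active means activation above the mean of all tested compounds plus 3 SD, computed per campaign excluding outliers beyond control limits, cut at about 13% in these data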
# Target sequence (P49862 whole entry, looked up): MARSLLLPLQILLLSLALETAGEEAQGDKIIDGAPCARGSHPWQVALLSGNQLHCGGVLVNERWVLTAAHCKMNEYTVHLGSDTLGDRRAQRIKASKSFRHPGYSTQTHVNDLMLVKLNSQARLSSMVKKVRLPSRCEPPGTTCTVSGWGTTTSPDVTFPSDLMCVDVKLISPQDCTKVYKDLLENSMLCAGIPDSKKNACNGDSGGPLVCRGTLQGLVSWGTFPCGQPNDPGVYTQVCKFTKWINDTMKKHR
# Tn7 DDE FP – DD(E)-Tn7 binding inhibition, primary FP screen; P02675; FP displacement of FITC-Tn7 peptide from fibrin DD(E); 0% = median of compound wells per plate; inhibition, % at 8.3 µM; hit rate 0.13% among 370,000;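 active means inhibition above the mean of compounds falling within the control limits plus 3 SD of them, cut at about 14% in these data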;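 further: 0% = plate median of compound wells and 100% = 10 µM Aha-Tn7 peptide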
#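 Assay system: Human clot-derived fibrin DD(E) complex | Buffer or medium: Tris/NaCl/CaCl2 buffer, pH 7.8 | Repeats: One replicate per compound | Benchmarks: Aha-Tn7 high control | Measure: % inhibition scaled between sample-field median and high-control FP | Schedule: 10 min plus 3 h, room temperature | Signal: Fluorescence polarization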
# sPLA2-III inh – Blocks human group III sPLA2 activity | Q9NZ20 | QFRET BODIPY PC-A2 liposome hydrolysis, fluorescence | inhibition, % at 12.2 µM | hit rate 0.56% among 370,000;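 active means inhibition above mean plus 3 SD of compounds lying within the high and low control bounds, cut at about 19% in these data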;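 further: 0% = median of test compound wells and 100% = no enzyme DMSO wells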
# PLC-beta3 inh – inhibitors of human phospholipase C beta3 | Q01970 | Purified PLC-beta3, fluorogenic substrate, fluorescence | inhibition, % at 12.2 µM | hit rate 0.18% among 370,000; in the data active means inhibition above about 11%;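 further: 0% = median of compound wells on plate and 100% = full blocker control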
# UHRF1 binding – blocks human UHRF1 binding to methylated DNA | Q96T88 | UHRF1 binding to methylated oligo, TR-FRET | inhibition, % at 4.4 µM | hit rate 0.75% among 370,000; in the data active means inhibition above about 21%;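 further: UHRF1 SRA domain binding a hemimethylated CpG hairpin DNA probe; 0% = median of test compound wells and 100% = reference inhibitor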
# PLCg1 inh – inhibitors of human phospholipase C gamma1. purified PLC-gamma1, fluorogenic substrate, fluorescence. P19174. hit rate 0.84% among 370,000. inhibition, % at 12.2 µM; in the data active means inhibition above about 9.5%
# NR1D1 modulator – modulators of human Rev-erb alpha DNA binding; Rev-erbα–FITC-DNA binding, fluorescence polarization, 90 min; P20393; activity, % at 10 µM; hit rate 0.79% among 370,000;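 active means activity above about 14%, limit read from the data; passing the limit was not always enough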;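 further: 0% = DMSO wells with 35 nM protein and 100% = DMSO wells with 750 nM protein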
# Target sequence (P20393 whole entry, looked up): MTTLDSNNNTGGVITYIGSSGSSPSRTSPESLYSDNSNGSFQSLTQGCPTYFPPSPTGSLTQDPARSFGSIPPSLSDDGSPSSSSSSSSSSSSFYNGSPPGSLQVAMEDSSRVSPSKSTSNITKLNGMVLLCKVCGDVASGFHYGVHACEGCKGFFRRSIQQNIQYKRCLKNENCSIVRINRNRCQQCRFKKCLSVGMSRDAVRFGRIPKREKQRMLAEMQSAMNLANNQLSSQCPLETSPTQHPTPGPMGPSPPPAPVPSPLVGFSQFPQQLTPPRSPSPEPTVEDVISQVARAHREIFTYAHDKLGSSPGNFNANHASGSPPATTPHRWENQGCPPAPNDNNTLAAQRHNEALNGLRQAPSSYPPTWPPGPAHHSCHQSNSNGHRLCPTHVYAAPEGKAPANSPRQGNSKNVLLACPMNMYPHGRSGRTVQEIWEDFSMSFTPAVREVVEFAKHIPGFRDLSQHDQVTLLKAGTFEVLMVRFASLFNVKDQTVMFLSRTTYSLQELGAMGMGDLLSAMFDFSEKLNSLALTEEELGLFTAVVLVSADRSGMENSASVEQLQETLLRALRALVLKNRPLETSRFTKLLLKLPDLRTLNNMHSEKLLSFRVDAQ
# * = called active by the depositor; i = inactive.
Structure,DDE Tn6 FP inh,ASAP1 inh,ARFGAP1 inh,KLK7 zymogen act,Tn7 DDE FP,sPLA2-III inh,PLC-beta3 inh,UHRF1 binding,PLCg1 inh,NR1D1 modulator
O=P(O)(COc1ccccc1)COc1ccccc1,-5,8,0,0.5,-6,-6,1,-2,3,-2
CCN1CCN(CCCNC(=O)c2ccc(CS(=O)c3ccc(Br)cc3)o2)CC1 (stereo unspecified),-5,5,-8,-0.7,4,8,-7,1,1,3
COC(=O)c1ccc(CSc2nc3c(c(=O)n2-c2ccc(F)cc2)SCC3)o1,-4,16,17,0.2,-3,-6,0,3,2,-5
CCOC(=O)COc1ccc2c(c1)C(=O)CC1(CCCCC1)O2,2,0,8,24*,2,-8,i,-1,i,-4
O=C(Nc1cc(S(=O)(=O)N2CCOCC2)ccc1N1CCOCC1)c1ccccc1[N+](=O)[O-],7,-8,-1,0.1,3,3,-2,-2,0,-4
C/C(Cn1cnc([N+](=O)[O-])n1)=N/NC(=O)COc1c(Cl)cc(Cl)cc1Cl,1,8,6,0.1,-1,0,0,1,2,-1
Oc1c(C(c2cccs2)N2CCOCC2)sc2ncnn12 (stereo unspecified),5,-11,-15,-0.2,-1,-3,3,-1,0,0
Cc1ccccc1NC(=O)COC(=O)[C@@H]1CCCN1C(=O)c1cccs1,-10,0,4,-1.0,0,4,4,2,2,-6
Cc1ccc(CN2CCN(CC(=O)N/N=C/c3c[nH]c4ccccc34)CC2)cc1,2,4,-3,0.4,11,-3,1,1,0,-1
O=C(c1cc(-c2ccc(Cl)cc2)n(-c2cc(Cl)ccc2Cl)n1)N1CCOCC1,0,-6,4,0.2,8,2,4,1,2,1
CSCC[C@H](NC(=O)[C@@H]1CSC2c3ccccc3C(=O)N21)C(=O)NCc1ccco1 (stereo partly specified),-1,11,4,-0.3,1,6,4,-6,1,-1
Cc1ccc(NC(=O)Nc2ccc([N+](=O)[O-])cc2)nc1,-2,10,-4,0.1,0,3,-3,1,0,3
COc1ccc(CCN(C)C(=O)c2ccc(S(=O)(=O)Nc3ccccc3F)cc2)cc1OC,-1,-1,0,-1.4,9,3,-6,2,-1,0
COc1ccc2cc(C(=O)NCCO)sc(=O)c2c1OC,-9,-1,4,0.6,0,3,-23,6,-20,-4
CCOc1c2ccc(C(=O)NCc3cc(C(F)(F)F)cc(C(F)(F)F)c3)cc2nn1CCOC,2,2,-3,-5.4,-2,-4,-409,3,-306,-2
COc1ccc2c(c1)C=C(CN1CCN(C3CCCC3)C(CCO)C1)CO2 (stereo unspecified),-3,-1,0,0.4,1,1,-5,-1,0,-5

# 3 compounds drawn at random from the list so far, as already listed:
Structure,DDE Tn6 FP inh,ASAP1 inh,ARFGAP1 inh,KLK7 zymogen act,Tn7 DDE FP,sPLA2-III inh,PLC-beta3 inh,UHRF1 binding,PLCg1 inh,NR1D1 modulator
CCOc1c2ccc(C(=O)NCc3cc(C(F)(F)F)cc(C(F)(F)F)c3)cc2nn1CCOC,2,2,-3,-5.4,-2,-4,-409,3,-306,-2
Cc1ccc(NC(=O)Nc2ccc([N+](=O)[O-])cc2)nc1,-2,10,-4,0.1,0,3,-3,1,0,3
Cc1ccc(CN2CCN(CC(=O)N/N=C/c3c[nH]c4ccccc34)CC2)cc1,2,4,-3,0.4,11,-3,1,1,0,-1

# Continuation.
Structure,DDE Tn6 FP inh,ASAP1 inh,ARFGAP1 inh,KLK7 zymogen act,Tn7 DDE FP,sPLA2-III inh,PLC-beta3 inh,UHRF1 binding,PLCg1 inh,NR1D1 modulator
C=CCOc1c(Br)cc(CNc2ccc(NC(=O)CCC)cc2)cc1OCC,-11,-14,17,0.1,4,4,-1,-3,-4,4
COc1ccccc1N1CCN(C(=O)c2n[nH]c3ccccc23)CC1,3,-6,-6,-0.8,0,-6,3,-2,0,-5
CCSc1ccc(C(=O)Nc2ccc(Br)cn2)cc1[N+](=O)[O-],-3,2,13,0.0,3,2,4,-1,2,-1
O=C(O)CCC(=O)c1ccc2c(c1)OCCO2,4,9,-7,-0.3,-7,-1,0,0,-2,-6
O=C(NNS(=O)(=O)c1ccc(F)cc1)c1cnn(-c2ccccc2)c1C(F)(F)F,2,4,11,0.5,-11,-15,-3,0,1,-2
CCCSc1nsc(NC(=O)c2cccnc2OCC)n1,-4,2,-16,0.1,3,-4,-8,1,1,-4
Clc1ccc(-c2nc3ccc(Cl)cn3c2Cc2cccc(Cl)c2)cc1,7,-6,2,-3.8,-6,-19,-3,-2,-8,-1
COc1ccc(NC(=O)CCc2nnc3ccc(N4CCC(C)CC4)nn23)cc1OC,-2,-3,7,0.3,5,3,-11,1,-5,4
CCN(CC)c1ncn(Cc2c(Cl)cccc2Cl)c2ncnc1-2,-3,-9,5,0.1,-3,2,0,3,4,1
CC1Cn2c(nnc2-c2cccc(Cl)c2)S1 (stereo unspecified),-6,13,-2,-0.2,-5,2,2,1,-1,-2
Cc1ccc(NC(=O)/C(CN(C)C)=N\O)cc1,3,7,6,-0.9,-2,-16,0,3,4,3
O=P1(O)Cc2ccccc2-c2ccccc21,-3,9,1,-0.2,-4,8,-1,2,4,0
O=S(=O)(c1ccc2c(c1)OCCO2)N1CCN(Cc2ccccc2)CC1,-4,-7,-8,0.1,1,5,4,2,3,-4
O=S(=O)(Nc1ccccn1)c1ccc(C2CCCCC2)cc1,-4,13,-19,-0.1,-2,-20,-6,0,-6,-2
CCCC(C)NC(=O)c1ccc(F)cc1 (stereo unspecified),2,-14,-3,0.2,5,3,-1,1,2,0
CCOc1cc(C2C(C(=O)OC)=CN(Cc3ccc(Cl)cc3)C=C2C(=O)OC)ccc1O,-9,9,10,0.1,-2,-19,-28,-1,-15,6
C1=CC2C3C=CC(C3)C2C1 (stereo unspecified),-4,5,-1,0.3,-10,1,0,2,1,-3
Cc1cc2cc(C=C(C#N)C#N)c(Cl)nc2cc1C,7,-9,-1,-10.0,8,-22,-431,-22,-366,4
CCCNS(=O)(=O)c1cccc(C(=O)NC2CCCc3ccccc32)c1 (stereo unspecified),-1,7,8,0.1,-3,-7,3,2,8,-2
COC(=O)c1c(N2C(=O)[C@H]3[C@@H](C2=O)[C@]2(C(=O)Nc4c(C)cc(C)cc42)N2CCC[C@@H]32)sc(C)c1C,-3,6,15,0.0,0,-20,-13,-3,-7,2
Cc1nnc(SCC(=O)N2CCN(c3ccccc3)CC2)n1-c1ccccc1,3,-6,15,-0.4,-2,0,0,-2,-1,3
CCN1CCC(NC(=O)Nc2ccccc2C(=O)OC)CC1,2,-8,6,-1.0,2,-3,-2,2,-1,-3
N#Cc1ccc(CSc2nnc3ccccn23)cc1,-1,-1,-13,-0.2,3,-4,3,0,2,-7
CC(=O)Nc1ccc(C(=O)OCC(=O)c2ccc(F)cc2)cc1,-1,-6,14,-0.2,-3,-12,5,-1,2,-1
CCOC(=O)C1CCCN(C(=O)CCC(=O)Nc2ccc3nc(N4CCOCC4)cc(C)c3c2)C1 (stereo unspecified),6,1,-18,0.4,2,-8,-127,-5,-90,1
Cc1c(NC(=O)Nc2cccc(Cl)c2Cl)c(=O)n(-c2ccccc2)n1C,-4,2,4,-0.2,-8,5,0,2,5,-2
COC(=O)c1cccc(-n2c(C)cc(C=O)c2C)c1,4,-7,11,0.1,-2,0,-2,2,-2,-2
Cc1ccc(NCCCCO)cc1C,-5,10,14,-0.3,-3,17,2,0,-3,-1
CN(Cc1ccccc1)S(=O)(=O)c1ccc(OCC(=O)NCc2ccccn2)cc1,4,-15,0,0.6,4,-6,0,-2,0,3
CC(C)c1nc(N2CCN(C(=O)c3ccco3)CC2)c2c3c(sc2n1)CCCC3,-6,-5,13,1.4,-2,-5,-24,-3,-17,3
COc1ccc(Cl)c2sc(N(CCN(C)C)C(=O)C3=COCCO3)nc12,-2,4,-7,-0.1,-9,0,-6,-3,1,0
CC1=C(C)CC(C(=O)Nc2ccc(C(N)=O)cc2)C(C(=O)O)C1 (stereo unspecified),0,9,3,1.0,1,0,1,-2,-2,-3
Brc1c(-c2ccccc2)nc2n1Cc1ccccc1-2,-8,-22,2,0.0,1,-7,-3,-4,2,0
Cc1nc2oc3ccc(F)cc3c(=O)c2cc1C(=O)NC(C)(C)C,-1,-12,-5,-0.1,6,-2,-8,-3,-8,1
Cn1c(NC(=O)c2ccccc2)c(-c2ccccn2)c(=O)c2ccccc21,0,1,23,-0.5,-6,12,1,6,-1,-5
O=C(COC(=O)CNC(=O)c1ccccc1)Nc1ccc(Cl)cc1C(F)(F)F,-1,-9,-11,-1.1,-1,0,5,-1,5,-3
O=C(CSc1nnnn1-c1ccc2c(c1)OCCO2)OC1CCCCC1,12,3,-7,0.3,-5,-7,-1,-1,4,-2
COC(=O)c1c(NC(=O)c2cccc(N3C(=O)CCC3=O)c2)sc2c1CCN(C(C)=O)C2,2,3,0,0.8,-2,-1,-88,-6,-64,1
CC(C)(C)Nc1nc2cc([N+](=O)[O-])ccc2o1,7,5,-10,-0.3,1,6,-7,-2,0,-8
COC(=O)C1=C(C)N(C)C(=NCc2ccccc2)NC1CCc1ccccc1 (stereo unspecified),-2,9,6,0.7,3,1,3,-1,0,9
O=C(Cc1ccc(Cl)cc1)Nc1cccc(C(=O)Nc2ccccc2C(=O)O)c1,-5,-1,18,-1.1,0,-23,-13,4,0,-1
C=CCc1ccc(OCCCCNC(C)CC)c(OC)c1 (stereo unspecified),9,-5,-2,-0.9,-2,1,2,1,7,-9
CCOC(=O)c1nn(-c2ccc(F)cc2)c(=O)cc1OCC(=O)Nc1ccc(OCC)cc1,1,5,-2,-0.1,-4,4,-6,14,1,19*
Cc1ccc(C(C)C)c(OCC(=O)NN=C2CCCCCCC2)c1,6,-10,-1,0.0,5,0,1,-1,1,-2
Cc1ccc(S(=O)(=O)NCC(=O)N(CC(=O)NC2CCCC2)c2ccc3c(c2)OCCO3)cc1,0,-3,12,1.0,0,-6,0,0,-4,-2
COc1ccc(Cn2c(N)c(C#N)c3nc4ccccc4nc32)cc1OC,-3,4,-3,-57,8,-26,-375,-6,-310,3
CCC(C)C(=O)Nc1cc(Cl)ccc1C(=O)O (stereo unspecified),-5,-1,0,0.3,-2,1,-5,0,0,-3
CC(=O)Nc1ccc(NC(=O)CSc2nc3ccccc3nc2N2CCCCC2)cc1,-4,4,12,0.1,-2,-3,-5,3,1,-4
COc1ccccc1C(=O)NCC(=O)N/N=C/c1cc(Br)ccc1OCc1ccccc1,1,5,4,-0.6,-1,-24,-2,-6,-5,1
COc1ccc(C(CNS(=O)(=O)c2ccc(NC(C)=O)c(OC)c2)N2CCCC2)cc1 (stereo unspecified),8,-4,-7,-0.6,3,0,-7,-1,-5,-8
